ADAM10 inh – inhibitors of human ADAM10; inhibition, % at 7 µM; recombinant ADAM10, EDANS/DABCYL FRET peptide cleavage, 3 h; 370,000 tested, 0.62% active; AID 720582;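 active means inhibition above a per-campaign cutoff equal to the mean of compounds falling between control-based bounds plus 3 SD, cut at about 20% in these data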;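 further: 0% = DMSO wells while the 100% control is not disclosed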
hgDAF-12 ag – activates the H. glycines DAF-12 receptor ligand-binding domain | HEK293 GAL4-hgDAF12 UAS-luciferase reporter, agonist luminescence; normalized to butyrate control | AID 687014 | 370,000 tested, 1.8% active | activation, % at 6.8 µM;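 active means activation above a cutoff set at the mean of all screened compounds plus 3 SD, cut at about 10% in these data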;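 further: 0% = DMSO wells and 100% = sodium butyrate wells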
DAX1 inh-1 – inhibitors of human orphan nuclear receptor DAX1 (NR0B1); AID 504766; inhibition, % at 6.75 µM; 340,000 tested, 0.99% active; HEK293 Gal4-DAX1 luciferase reporter, luminescence;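 active means inhibition above the mean over all tested compounds plus 3 SD, cut at about 4.2% in these data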;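 further: 0% = DAX1-transfected cells with DMSO and 100% = empty-vector control cells with DMSO; inhibition shows as a rise in luminescence from relieved DAX1 repression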
Target sequence (P51843 207-470 limits assumed): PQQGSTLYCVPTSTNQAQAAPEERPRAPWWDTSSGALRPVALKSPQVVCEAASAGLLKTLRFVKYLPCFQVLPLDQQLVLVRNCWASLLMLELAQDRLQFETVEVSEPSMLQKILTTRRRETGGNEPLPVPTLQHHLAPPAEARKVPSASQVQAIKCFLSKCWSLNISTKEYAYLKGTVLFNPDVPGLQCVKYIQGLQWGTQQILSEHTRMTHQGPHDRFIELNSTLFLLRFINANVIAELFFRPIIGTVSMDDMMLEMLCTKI
ssDAF-12 act – activates DAF-12 receptor from parasite S. stercoralis; HEK293 ssDAF-12/GRIP1 lit1-tk-luc reporter, luminescence; % of 3 µM dafachronic acid response; activation, % at 6.8 µM; 370,000 tested, 1% active; AID 652126;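 active means activation above the mean over all tested compounds plus 3 SD, cut at about 0.9% in these data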;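 further: 0% = DMSO-only wells and 100% = 3 µM delta7-dafachronic acid wells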
PG9 binder – PG9 antibody binding by small molecule; TR-FRET gp120-PG9 antibody binding; inhibition, % at 6.7 µM; 360,000 tested, 0.43% active; AID 624416; in the data active means inhibition above about 8.5%
SMARCA2 activ – SMARCA2 function activation, primary screen; MG213 cells, MMTV-luciferase reporter, dexamethasone, overnight; activation, % at 9.1 µM; 370,000 tested, 1% active; in the data active means activation above about 7.8%;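 further: 0% = vehicle wells and 100% = reference activator wells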
GC-A act – GC-A (human) enzyme activation; P16066; HEK293 GC-A cells, cGMP TR-FRET, EC30 ANP; 0% at EC30 ANP, 100% saturating ANP; activation, % at 10 µM; 370,000 tested, 0.14% active; AID 1671463; in the data active means activation above about 40%
ADAM17 inh – inhibitors of human ADAM17; 370,000 tested, 0.83% active; P78536; inhibition, % at 6.95 µM; recombinant ADAM17, EDANS/DABCYL FRET peptide cleavage; AID 720648;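 active means inhibition above the mean of compounds lying between control limits plus 3 SD, set per campaign, cut at about 8.5% in these data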;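 further: 0% = DMSO-only wells as the low control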
Target sequence (P78536 215-824 limits assumed): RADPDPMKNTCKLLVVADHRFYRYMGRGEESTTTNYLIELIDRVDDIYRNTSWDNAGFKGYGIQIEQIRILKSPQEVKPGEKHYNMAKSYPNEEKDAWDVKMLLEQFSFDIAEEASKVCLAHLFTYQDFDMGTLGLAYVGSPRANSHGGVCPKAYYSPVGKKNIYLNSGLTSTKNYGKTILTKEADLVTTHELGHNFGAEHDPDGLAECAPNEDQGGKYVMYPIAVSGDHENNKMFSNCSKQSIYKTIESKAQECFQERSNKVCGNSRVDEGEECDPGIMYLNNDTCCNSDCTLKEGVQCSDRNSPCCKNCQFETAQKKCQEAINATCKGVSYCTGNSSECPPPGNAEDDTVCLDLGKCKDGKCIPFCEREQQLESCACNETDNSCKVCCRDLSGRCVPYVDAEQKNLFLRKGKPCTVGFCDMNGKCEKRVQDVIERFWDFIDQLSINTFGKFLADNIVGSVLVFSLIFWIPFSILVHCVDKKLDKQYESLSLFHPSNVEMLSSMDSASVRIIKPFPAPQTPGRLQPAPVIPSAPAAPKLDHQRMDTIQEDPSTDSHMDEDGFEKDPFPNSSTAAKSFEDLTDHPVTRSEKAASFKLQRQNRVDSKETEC
DAX1 inh-2 – blocks DAX1 repression of SF-1 activated StAR promoter; inhibition, % at 6.8 µM; AID 652010; HEK293T StAR-luciferase reporter, SF-1/DAX-1 repression relief; 370,000 tested, 1.1% active;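 active means inhibition above the mean over all tested compounds plus 3 SD, cut at about 3.6% in these data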;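 further: 0% = DAX-1 cells with DMSO and 100% = cells lacking DAX-1 with DMSO; higher inhibition means more luminescence from relief of DAX-1 repression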
hcDAF12 agonist – H. contortus DAF-12 activation, primary screen; HEK293 hcDAF-12 lit1-tk-luc reporter, luminescence; 0% DMSO, 100% Δ7-dafachronic acid; activation, % at 6.8 µM; 370,000 tested, 1.4% active; AID 652067;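 active means activation above the mean of all tested compounds plus 3 SD, cut at about 5.5% in these data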;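 further: 100% = response to 3 µM Δ7-dafachronic acid high control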
FXN GAA850 act – activators of GAA850 frataxin (FXN) promoter. HEK293 lucGAA850 FXN promoter luciferase reporter, 24 h; percent of 10 µM SAHA response. activation, % at 6 µM. 360,000 tested, 0.56% active. AID 540364;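 active means activation above the average of all compounds screened plus 3 SD, cutoff fixed separately per campaign, cut at about 7.5% in these data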;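 further: 0% = DMSO wells and 100% = 10 µM SAHA wells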
* = called active by the depositor; nt = no result given. Compounds were not picked by outcome (roughly 6.8% active in at least one column).

nr	SMILES	ADAM10 inh	hgDAF-12 ag	DAX1 inh-1	ssDAF-12 act	PG9 binder	SMARCA2 activ	GC-A act	ADAM17 inh	DAX1 inh-2	hcDAF12 agonist	FXN GAA850 act
1	Cc1nc(C(F)(F)F)ccc1C(=O)N1CCC1(C)C(=O)NS(C)(=O)=O (stereo not given)	-2	0.7	nt	-1.0	1.6	1	1	-3	0.1	-0.8	2.1
2	Cc1c(C)c2ccc(OCC(=O)N(C)C)c(C)c2oc1=O	-466	2.2	1.7	-1.1	-0.6	0	-1	-141	0.5	-0.9	0.9
3	O=c1cc(C(F)(F)F)nc(-n2[nH]c3c(c2=O)CCCC3)[nH]1	-46	0.5	1.1	-0.9	-2.7	-1	-4	-10	-0.2	2.7	1.1
4	COc1ccc(OC)c2c1cc(C(=O)N[C@H](C(=O)N1CCC(C(=O)O)CC1)C(C)C)n2C	2	-0.4	-0.5	-0.5	-3.3	1	-1	-3	-0.4	0.2	3.6
5	Cc1ccc(F)cc1NC(=O)c1cnccn1	-2	-2.1	-0.3	-1.1	-2.9	-1	2	-2	-1.5	-2.9	0.6
6	COc1ccc(-c2csc(NC(=O)c3ccccc3C(=O)O)n2)cc1	-3	4.1	0.6	-1.0	0.6	0	-1	-3	-0.5	-2.2	-1.7
7	COc1cc2ccccc2cc1C(=O)N(CCN(C)C)c1nc2c(OC)ccc(OC)c2s1	0	-1.7	0.3	-1.3	1.6	-1	-11	1	-0.1	-0.5	-1.8
8	CC1(C)Cc2nc3oc4c(=O)n(CC(=O)Nc5cccc(Cl)c5)cnc4c3cc2CO1	-4	0.8	0.3	-0.6	0.2	-2	-2	-2	-0.3	0.1	1.0
9	COc1ccc(NC(=O)c2cc(-c3ccccc3Cl)no2)cc1	-7	1.6	0.2	-1.2	0.2	-2	3	-4	-0.1	-0.2	1.4
10	C=CCn1c(-c2cccc(OC)c2OC)n[nH]c1=S	-1	-4.8	-1.5	-1.7	0.1	-3	1	-2	-1.3	0.5	-0.1

Continuation:
nr	SMILES	ADAM10 inh	hgDAF-12 ag	DAX1 inh-1	ssDAF-12 act	PG9 binder	SMARCA2 activ	GC-A act	ADAM17 inh	DAX1 inh-2	hcDAF12 agonist	FXN GAA850 act
11	COc1ccccc1CNC(=O)CCn1c(=O)oc2ccccc21	-9	0.6	1.1	-0.9	-0.9	0	4	-3	-1.1	-0.3	0.3
12	COc1ccc(OCc2nnc3n2N=C(c2ccc(OC)cc2)CS3)cc1	13	0.3	-6.1	-1.5	-2.8	-2	0	4	-2.3	-1.7	2.1
13	O=S(=O)(Nc1ccccc1Cl)c1cc(NC(=S)NCCN2CCOCC2)ccc1Cl	-6	1.3	-1.4	-1.4	-1.2	-3	2	2	0.0	-0.6	0.4
14	CCOC(=O)N1CCN(C(=O)c2ccc(NS(C)(=O)=O)cc2)CC1	-1	0.4	1.0	-0.4	0.3	-2	4	-2	0.5	-0.6	9.4*
15	COc1cccc(CN2CCC(n3nccc3NC(=O)CCCc3ccccc3)CC2)c1	3	-1.4	0.1	-1.2	-2.4	1	-6	0	-1.1	-2.5	-2.7
16	COC(=O)C1C(=O)C2=C(CC1C)NC(C)=C(C(=O)OCc1ccc(OC)cc1)C2c1ccc(C)o1 (stereo not given)	-6	-0.8	-0.8	-1.3	0.2	0	-4	-4	0.2	-2.8	-1.3
17	COCC(=O)Oc1c(Sc2ccccc2[N+](=O)[O-])c(C)nn1C(C)(C)C	6	-2.0	-0.1	-1.7	-0.9	-2	1	4	1.8	-0.2	0.1
18	COc1ccc(NC(=O)C2C3C=CC4(O3)C2C(=O)N(CCN2CCCCC2C)C4C(=O)NC2CCCCC2)cc1 (stereo not given)	7	0.6	-0.8	-0.6	-3.5	-3	0	3	0.7	0.9	1.5
19	COc1cc(/C=C2\C(=O)N(CCC#N)N=C2C)c(Br)cc1OC(C)C	-10	-2.1	-0.1	-0.9	2.4	-2	25	-1	-0.9	-1.7	-1.2
20	COc1cc(/C=N/NC(=O)CSc2cc(C)c(Br)cc2C)ccc1O	12	-2.6	-1.6	-1.4	-0.2	-3	-3	2	-1.1	-2.4	0.1

(further entries)
nr	SMILES	ADAM10 inh	hgDAF-12 ag	DAX1 inh-1	ssDAF-12 act	PG9 binder	SMARCA2 activ	GC-A act	ADAM17 inh	DAX1 inh-2	hcDAF12 agonist	FXN GAA850 act
21	COCCN1Cc2cc(C(=O)OC)c3c(c2C1=O)c1cc(OC)ccc1n3S(=O)(=O)c1ccc(C)cc1	-14	0.5	nt	-0.6	-0.2	-4	3	-6	-1.0	3.2	nt
22	COc1ccc(-c2nc3ccc(C)cn3c2CC2CCCCC2)cc1OC	-29	4.9	nt	-0.6	-0.4	4	-2	-13	-0.1	-0.3	nt
23	Cc1ccc2sc(N(CCCN(C)C)C(=O)c3ccc(S(=O)(=O)N(C)C4CCCCC4)cc3)nc2c1C	6	-2.1	-0.1	-1.2	0.2	-3	-6	2	0.4	-0.8	-5.0
24	CN(C)CCN(C(=O)c1ccc(S(=O)(=O)N(C)c2ccccc2)cc1)c1nc2ccc(Cl)cc2s1	7	5.0	0.4	-0.5	-0.2	14*	-5	-1	2.7	1.9	1.7
25	C=CC[C@H](CC(=O)N(CCO)Cc1ccccc1)C(=O)N[C@@H](C)COC(=O)[C@H](CC=C)CC(=O)OC(C)(C)C	0	-3.4	-1.9	-1.4	0.7	0	-1	0	-0.2	-2.0	-3.5
26	C=CCn1c(=NC(=O)C2COc3ccccc3O2)sc2cc(S(N)(=O)=O)ccc21 (stereo not given)	-2	-4.1	-0.7	-1.2	-2.7	-3	-1	1	-0.2	-1.6	3.4
27	CCNC(=S)N1CCN(CCNC2=CC(=O)CC(C)(C)C2)CC1	1	-1.4	-0.7	-1.1	-0.2	1	1	2	-0.1	-1.2	-1.5
28	CCOC(=O)Nc1ccc([N+](=O)[O-])cc1OC	-1	-1.1	0.7	-1.3	-2.1	-5	1	-4	-0.4	0.8	3.0
29	Cn1c(=O)oc2cc(S(=O)(=O)NCCC(=O)NC3CCCC3)ccc21	0	1.9	-0.8	-1.3	-1.6	0	4	-5	0.7	1.2	1.5
30	Nc1ncn([C@H]2C[C@H](O)[C@@H](CO)O2)c(=O)n1	-6	1.7	-1.4	-1.4	0.4	-1	6	-6	0.4	-0.4	4.1

(continued)
nr	SMILES	ADAM10 inh	hgDAF-12 ag	DAX1 inh-1	ssDAF-12 act	PG9 binder	SMARCA2 activ	GC-A act	ADAM17 inh	DAX1 inh-2	hcDAF12 agonist	FXN GAA850 act
31	CNc1nc(-c2ccc([N+](=O)[O-])cc2)cs1	9	2.3	0.5	-0.8	-0.8	5	-2	-3	0.5	0.2	1.5
32	O=C1NC[C@H](CCCCN2C[C@H](Cc3ccccc3)N(CC3CCCCC3)C(=O)C2=O)N(CC2CCCCC2)C1=O	2	-3.3	nt	-0.7	-1.6	4	5	-1	0.6	-1.2	nt
33	COc1ccccc1-n1c(-c2ccc(Cl)cc2)c[nH]c1=S	14	-2.8	-0.5	-0.9	-0.7	-3	-14	8	-1.3	-1.1	1.6
34	COC(=O)C1=C(C)N(Cc2ccc(C(F)(F)F)cc2)C(=NCc2ccc(OC)cc2)NC1c1ccccc1 (stereo not given)	5	-1.0	nt	-1.2	1.6	-9	-9	1	-1.9	-1.2	nt
35	NC(=O)C1CCCN(CC(=O)Nc2cc(S(=O)(=O)N3CCOCC3)ccc2N2CCCC2)C1 (stereo not given)	-17	0.1	0.2	-1.0	-0.1	0	4	-3	2.3	-1.4	0.9
36	Cc1ccc(NC(=O)Cn2cccc2)c(Br)c1	0	3.4	0.7	-0.7	-1.1	1	5	-2	-0.5	-0.5	1.2
37	Cc1nnc(NC(=O)C2CSC3(C)CCC(=O)N23)s1 (stereo not given)	-5	-0.8	0.3	-0.7	0.8	-1	4	-4	-0.6	0.7	-0.7
38	O=C(O)c1nn(CCOc2ccc(Cl)cc2Cl)c(=O)c2ccccc12	2	0.4	0.0	-1.0	1.1	2	3	-2	-0.7	-1.6	1.6
39	O=C(c1ccco1)N(Cc1cccc(Cl)c1)C1CCS(=O)(=O)C1 (stereo not given)	-3	1.1	0.4	-1.2	-1.7	-3	0	-3	0.2	-2.2	-1.4
40	CCOC(=O)c1nn(-c2cc(C(=O)OC)cc(C(=O)OC)c2)cc1O	-2	-1.6	-0.8	-0.8	-1.1	-2	-5	-3	-0.3	1.1	2.6

(next part)
nr	SMILES	ADAM10 inh	hgDAF-12 ag	DAX1 inh-1	ssDAF-12 act	PG9 binder	SMARCA2 activ	GC-A act	ADAM17 inh	DAX1 inh-2	hcDAF12 agonist	FXN GAA850 act
41	c1ccc(OC2CCCCC2N2CCOCC2)cc1 (stereo not given)	-17	-1.3	1.7	-0.1	1.6	-2	0	-3	-0.4	-0.7	1.4
42	CC(=O)c1cccc(NC(=O)c2cc(=O)[nH]c3ccccc23)c1	-16	0.1	0.7	-1.2	-1.4	-3	1	-8	-0.2	-3.1	-0.4
43	Cc1cccc(C)c1NC(=O)COC(=O)[C@@H]1CCCN1C(=O)c1cccs1	-14	2.9	2.1	-0.7	-2.5	-4	1	4	0.2	-0.2	1.3
44	O=C(O)CCCn1cc(NC(=O)c2ccco2)cn1	0	-1.0	0.8	-1.5	-0.2	-1	1	2	0.5	-1.2	1.0
45	O=C(CSc1nnc(-c2ccccc2Br)o1)N1CCc2ccccc2C1	8	1.1	-0.9	-0.7	-1.0	-3	9	2	0.4	0.2	0.0

An excerpt from above, showing only ADAM10 inh, hcDAF12 agonist and hgDAF-12 ag.
no.	canonical_smiles	ADAM10 inh	hcDAF12 agonist	hgDAF-12 ag
16	COC(=O)C1C(=O)C2=C(CC1C)NC(C)=C(C(=O)OCc1ccc(OC)cc1)C2c1ccc(C)o1 (stereo not given)	-6	-2.8	-0.8
17	COCC(=O)Oc1c(Sc2ccccc2[N+](=O)[O-])c(C)nn1C(C)(C)C	6	-0.2	-2.0
18	COc1ccc(NC(=O)C2C3C=CC4(O3)C2C(=O)N(CCN2CCCCC2C)C4C(=O)NC2CCCCC2)cc1 (stereo not given)	7	0.9	0.6

Record cards (already shown).
`O=C(CSc1nnc(-c2ccccc2Br)o1)N1CCc2ccccc2C1` in the list: ADAM10 inh = 8; hgDAF-12 ag = 1.1; DAX1 inh-1 = -0.9; ssDAF-12 act = -0.7; PG9 binder = -1.0; SMARCA2 activ = -3; GC-A act = 9; ADAM17 inh = 2; DAX1 inh-2 = 0.4; hcDAF12 agonist = 0.2; FXN GAA850 act = 0.0
`Cc1cccc(C)c1NC(=O)COC(=O)[C@@H]1CCCN1C(=O)c1cccs1` in the list: ADAM10 inh = -14; hgDAF-12 ag = 2.9; DAX1 inh-1 = 2.1; ssDAF-12 act = -0.7; PG9 binder = -2.5; SMARCA2 activ = -4; GC-A act = 1; ADAM17 inh = 4; DAX1 inh-2 = 0.2; hcDAF12 agonist = -0.2; FXN GAA850 act = 1.3
